KCNH2 3.1 inh – blocks the human KCNH2 3.1 channel isoform. AID 720553. U2OS KCNH2 3.1, thallium flux FluxOr; stronger effect = lower value. hit rate 0.95% among 340,000. activity change, % (tested at about 1.8 µM);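 active means maximum activity change below -70%; inconclusive means maximum activity change from -70% to -50%; inactive means maximum activity change above -50%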;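 further: thallium influx rate constant from kinetic fluorescence after stimulation buffer; on the % scale 0 is the no-effect control and ±100 the full control effect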
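Normalized rate constant (relative to positive and negative DMSO controls) derived from a 2 min kinetic fluorescence read after stimulation; U2OS cells expressing the 3.1 isoform via virus at 1.77 x 10^8 /mL.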
TRPV1 agonist – agonists of human vanilloid receptor 1 (TRPV1) | hit rate 0.19% among 320,000 | AID 540275 | activation, % at 8.33 µM | Q8NER1 | TRPV1-expressing cells, Fluo-8 calcium influx, agonist mode; in the data active means activation above about 80%; inconclusive means between about 30% and that limit; further: 0% is about no effect
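Fluo-8 calcium influx in TRPV1-expressing cells, kinetic read (ex 480/em 520 nm). Compound added and read 3 min for agonist activity, followed by capsaicin at EC20 final and 2 min further read for enhancement.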
MLL CXXC-DNA inh – inhibitors of human MLL CXXC domain-DNA interaction | Q03164 | MLL-CXXC / FITC-HOXA9 DNA fluorescence polarization | hit rate 0.037% among 290,000 | AID 2662 | Potency, µM (highest dose often 115 µM), for inactives: top-dose activity change, negative = inhibition, usual class: inhibitors; active means well fitted inhibition curve with a large enough effect in the polarisation, with a control signal flat, not every such curve was filed as active; inconclusive means small, poorly fitted or top-dose-only effect, or effect the other way, or a change in a side signal; inactive means no such curve, though single readings can be large or run the other way; the % refers to the polarisation; further: potency means the concentration at half of the fitted maximal effect
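Purified MLL-CXXC (added from a 7 uM solution) was preincubated 5 min at ambient with pinned compounds in 50 mM Tris-HCl pH 7.5, 50 mM NaCl, 1 mM DTT, 0.05% BSA. Fluorescein-labeled HOX-A9 DNA (50 nM solution) followed, 30 min, then polarization read.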
GALK inh – inhibitors of human galactokinase; P51570; Purified GALK, Kinase-Glo residual ATP luminescence; Potency, µM (highest dose often 57.5 µM), inactives show at the highest dose activity change, negative = inhibition, usual class: inhibitors; hit rate 0.007% among 270,000; AID 1868; further: potency means the concentration at half of the fitted maximal effect; on the % scale 0 is the no-effect control and ±100 the full control effect
Target sequence (P51570 whole entry, looked up): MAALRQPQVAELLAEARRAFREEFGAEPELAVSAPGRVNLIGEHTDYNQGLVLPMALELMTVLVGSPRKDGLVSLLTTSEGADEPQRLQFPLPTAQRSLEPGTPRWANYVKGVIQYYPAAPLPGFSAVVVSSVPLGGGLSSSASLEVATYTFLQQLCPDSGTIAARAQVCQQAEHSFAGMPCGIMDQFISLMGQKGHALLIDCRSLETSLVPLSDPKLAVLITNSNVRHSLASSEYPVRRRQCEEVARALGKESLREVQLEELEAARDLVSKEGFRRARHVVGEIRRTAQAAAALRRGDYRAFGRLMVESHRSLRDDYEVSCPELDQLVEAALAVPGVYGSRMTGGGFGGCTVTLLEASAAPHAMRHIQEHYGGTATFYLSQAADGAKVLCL
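Luminescence from leftover ATP (Ultra-Glo luciferase/luciferin) served as read-out after a 1 h room-temperature reaction of 5 nM GALK with 35 uM ATP and 100 uM galactose.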
FBPA coupling cs – inhibits coupling enzyme system, counter-screen for aldolase hits; coupling enzyme system counterscreen, AmpLite Red fluorescence; activity change, negative = inhibition, % at 58.2 µM, hits read low; hit rate 0.67% among 290,000; in the data active means activity change below about -30%; further: on the % scale 0 is the no-effect control and ±100 the full control effect
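Coupling enzymes only (glyceraldehyde-3-phosphate) + compound, at 57.5 uM final, 10 min RT; add substrate/coupling/AmpLite Red mix, 20 min RT; fluorescence ex 525/em 598 nm. Actives flag coupling-system interference.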
MBNL1-CUG inh – MBNL1-poly(CUG) RNA binding inhibition. Potency, µM (titrated, usually from 57.5 µM), inactives show at the highest dose activity change, negative = inhibition, actives largely listed as inhibitors. TR-FRET MBNL1-His/biotin-(CUG)12 binding, 665/545 ratio. AID 2675. hit rate 0.036% among 280,000; active means well fitted inhibition curve with a large enough effect in the signal ratio, with a control signal flat, not every such curve was filed as active; inconclusive means small, poorly fitted or top-dose-only effect, or effect the other way, or a change in a side signal; inactive means no such curve, though single readings can be large or run the other way; the % refers to the signal ratio; further: potency means the concentration at half of the fitted maximal effect; on the % scale 0 is the no-effect control and ±100 the full control effect
Target sequence (Q9NR56 whole entry, looked up): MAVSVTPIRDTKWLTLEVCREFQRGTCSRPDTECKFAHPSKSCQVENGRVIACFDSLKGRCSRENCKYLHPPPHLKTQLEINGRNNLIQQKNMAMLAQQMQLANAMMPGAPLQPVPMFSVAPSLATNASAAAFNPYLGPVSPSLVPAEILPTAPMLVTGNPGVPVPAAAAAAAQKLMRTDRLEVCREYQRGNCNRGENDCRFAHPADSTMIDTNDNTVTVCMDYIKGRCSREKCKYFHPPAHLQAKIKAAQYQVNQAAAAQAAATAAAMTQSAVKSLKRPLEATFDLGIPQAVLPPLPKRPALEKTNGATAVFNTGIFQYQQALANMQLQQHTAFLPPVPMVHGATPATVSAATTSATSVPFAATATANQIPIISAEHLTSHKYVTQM
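His-tagged MBNL1 binding to biotinylated (CUG)12 RNA was measured by TR-FRET using terbium anti-His antibody (0.055 ng/ul final) and streptavidin-XL665 (5 nM final). Compounds were titrated 92 nM to 58 uM; 60 min at room temperature.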
ASM inhibitor – inhibitors of human secretory acid sphingomyelinase. hit rate 0.006% among 340,000. P17405. Potency, µM (top dose mostly 57.5 µM), for the others: at the highest dose activity change, negative = inhibition, usual class: inhibitors. AID 504937. placental ASM, HMU-PC fluorogenic substrate, 60 min; further: potency means the concentration at half of the fitted maximal effect
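Human placenta-derived ASM preincubated with compound 10 min at room temperature, then reacted with 9 uM (final) fluorogenic HMU-PC substrate for 60 min at 37 C. Stop solution raises pH to 10; fluorescence read at Ex 386/Em 447 nm.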
Integrin act MD – activators of alpha7 integrin expression for muscular dystrophy. alpha7betagal myoblasts, beta-gal FDG fluorescence, 48 h. Potency, µM (top dose mostly 38.3 µM), for the others: at the top dose activation, hits mostly activators. hit rate 0.064% among 350,000;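 further: potency means the concentration at half of the fitted maximal effect; 100% = response of the positive control SU9516; nearly all actives have a fitted effect of over 60% in size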
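Alpha7betagal+/- myoblasts (passage 13) were plated 16-24 hr, then exposed to compounds (1:260 dilution of DMSO stock) for 48 hours at 37C. After MPER lysis, β-galactosidase reporter activity was read as FDG fluorescence (ex 480/em 540) after 30 minutes.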
hERG WT inh – KCNH2 (human, wildtype) channel inhibition | U2OS, BacMam KCNH2, thallium flux FluxOr; stronger effect = lower value | Q12809 | hit rate 0.37% among 340,000 | AID 720551 | activity change, % at 1.84 µM;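 active means maximum activity change below -70%; inconclusive means maximum activity change between -70% and -50%; inactive means maximum activity change above -50%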; further: on the % scale 0 is the no-effect control and ±100 the full control effect
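U2OS cells transduced with wild-type KCNH2 virus are loaded with FluxOr dye for 45 min, and thallium flux is measured in kinetic reads before and after stimulation buffer. Rate constants are normalized to DMSO controls.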
A-T KAP1 phos – potential ataxia-telangiectasia treatment; […] A-T fibroblasts, KAP-1 phosphorylation AlphaLISA; neocarzinostatin DNA damage 30 min before lysis; hit rate 0.19% among 320,000; Potency, µM (highest dose often 57.5 µM), inactives show at the top dose activation, usual class: activators; further: potency means the concentration at half of the fitted maximal effect; % of control where 0% means no effect; nearly all actives have a fitted effect of over 45% in size
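ATM-like activity read as KAP-1 phosphorylation via AlphaLISA donor/acceptor antibody pairs after lysis and 6 hr at 25C. Cells were ATM-null patient fibroblasts ([…], hTERT), dosed 60 min, then exposed to the DSB inducer NCS for 30 min.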
The depositor's hits bear a star; ? = inconclusive; · = not tested or not shown; [ ] = remark or other dose. Unless noted, the call rests on the fitted dose curve; in most records, active means well fitted curve in the direction sought with a large enough effect; inconclusive means small, poorly fitted or top-dose-only effect, or another doubt; inactive means no such curve, though single readings can be large; an effect the other way counts as inactive or inconclusive.

1. CC1CCCN(C(=O)Cc2cn(Cc3cccc(Cl)c3)c3ccccc23)C1 (stereo not given)
2. CCCc1[nH]nc2c1C(c1ccc(Br)s1)C(C#N)=C(N)O2 (stereo not given)
3. Nn1cc(-c2ccccc2)nc1SCC(=O)N1CCN(S(=O)(=O)c2ccccc2)CC1
4. Cc1noc(C)c1S(=O)(=O)N1CCC(C(=O)N2CCN(C3CCCC3)CC2)CC1
5. C=CCc1ccc(OCc2ccc(C(=O)O)o2)c(OC)c1
6. CCN1CCc2c(sc(NC(=O)c3ccc(S(=O)(=O)N(C)c4ccccc4)cc3)c2C(=O)NC)C1
assay / entry	1	2	3	4	5	6
KCNH2 3.1 inh	3	?	-4	·	14	13
TRPV1 agonist	?	-1	0	-2	-5	?
MLL CXXC-DNA inh	-5%	-10%	1%	6%	-2%	9%
GALK inh	-1%	1%	0%	-3%	-1%	-4%
FBPA coupling cs	-2	-8	-8	1	8	-1
MBNL1-CUG inh	·	14%	-1%	-12%	2%	14%
ASM inhibitor	-15%	-10%	0%	·	4%	-6%
Integrin act MD	-22%	-46%[inhibitor]	-7%	·	-23%	?
hERG WT inh	-5	21	4	·	-6	-7
A-T KAP1 phos	-8%	·	-13%	9%	-4%	29%

7. Cc1cc2c(c(=O)n1CCN(C)C)C(c1ccc(Cl)cc1)C(C#N)=C(N)O2 (stereo not given)
8. Cn1c(NC(=O)/C=C/c2ccccc2)cc(=O)n(C)c1=O
9. Cc1cc(NC(=O)CCC(=O)N(c2ccccc2)C(C(=O)NC2CCCC2)c2ccccc2F)no1 (stereo not given)
10. Cc1ccc(S(=O)(=O)N2[C@@H](c3ccccc3F)C(C(=O)O)=CC[C@H]2c2ccc3c(c2)OCO3)cc1
11. CCN(CC)S(=O)(=O)c1ccc(Cl)c(C(=O)Nc2cc(C)nn2-c2ccccc2C(F)(F)F)c1
12. COc1ccc(NC(=O)NC(C)c2ccncc2)cc1OC (stereo not given)
assay / entry	7	8	9	10	11	12
KCNH2 3.1 inh	-8	-14	1	28	·	1
TRPV1 agonist	3	-6	13	-5	2	1
MLL CXXC-DNA inh	8%	24%	1%	·	-7%	0%
GALK inh	-3%	-1%	0%	·	-2%	-4%
FBPA coupling cs	2	1	1	·	2	1
MBNL1-CUG inh	1%	39%[activator]	-3%	·	-11%	-12%
ASM inhibitor	-1%	1%	11%	5%	·	1%
Integrin act MD	-17%	-60%[inhibitor]	-4%	-1%	·	10%
hERG WT inh	19	-2	-2	1	·	-19
A-T KAP1 phos	1%	-7%	0%	-2%	-5%	-5%

Molecules from the list above containing a thiophene ring, fused or not (2):
2. CCCc1[nH]nc2c1C(c1ccc(Br)s1)C(C#N)=C(N)O2 (stereo not given)
6. CCN1CCc2c(sc(NC(=O)c3ccc(S(=O)(=O)N(C)c4ccccc4)cc3)c2C(=O)NC)C1
assay / entry	2	6
KCNH2 3.1 inh	?	13
TRPV1 agonist	-1	?
MLL CXXC-DNA inh	-10%	9%
GALK inh	1%	-4%
FBPA coupling cs	-8	-1
MBNL1-CUG inh	14%	14%
ASM inhibitor	-10%	-6%
Integrin act MD	-46%[inhibitor]	?
hERG WT inh	21	-7
A-T KAP1 phos	·	29%

Further compounds follow:
13. O=C(O)CC(CC(=O)O)n1cccc1
14. CCCN(CC(=O)Nc1cc(C)on1)S(=O)(=O)c1cccc(C(F)(F)F)c1
15. O=C(NCc1nc2ccccc2[nH]1)C1=C[C@@H](C2CCCCC2)C[C@@H](OCc2ccc(CO)cc2)O1
16. O=C(OCCC1Oc2cccnc2NC1=O)c1ccc(F)cc1 (stereo not given)
17. CCCCn1c(N)c(N(CCOC)C(=O)c2cnccn2)c(=O)[nH]c1=O
18. COCCOC(=O)c1[nH]c2c(c1C)C(=O)CC(c1ccc(OC)c(OC)c1)C2 (stereo not given)
assay / entry	13	14	15	16	17	18
KCNH2 3.1 inh	-22	5	-46	-7	-8	19
TRPV1 agonist	·	0	3	6	-1	-1
MLL CXXC-DNA inh	·	3%	-10%	6%	·	6%
GALK inh	·	8%	2%	0%	·	-2%
FBPA coupling cs	·	1	-2	2	·	3
MBNL1-CUG inh	·	1%	7%	0%	·	5%
ASM inhibitor	3%	3%	-20%	2%	11%	5%
Integrin act MD	22%	-24%	-40%	-27%	6%	0%
hERG WT inh	-35	-6	10	-16	1	-3
A-T KAP1 phos	·	-1%	8%	3%	0%	-3%

19. CN(C)c1nc(N)nc(CSc2nnnn2C)n1
20. CCCCCC(=O)Nc1nnn(CCC)n1
21. Oc1ccc2cccnc2c1
22. CCOc1ccc(-n2c(-c3ccc(OC)cc3)c[n+]3c2CCCCC3)cc1
23. COCCn1c(C(C)C)nc2oc3ccccc3c(=O)c2c1=O
24. Cc1ccc(Sc2ncccc2C(=O)NCc2cc([N+](=O)[O-])ccc2O)c(C)c1
assay / entry	19	20	21	22	23	24
KCNH2 3.1 inh	-7	-3	7	-32	0	-7
TRPV1 agonist	1	10	4	-3	5	?
MLL CXXC-DNA inh	1%	?	?	3%	-13%	23%
GALK inh	-3%	0%	1%	-2%	1%	-4%
FBPA coupling cs	-2	3	-1	3	-1	·
MBNL1-CUG inh	8%	-1%	5%	-5%	8%	2%
ASM inhibitor	-1%	2%	29%	-2%	4%	-4%
Integrin act MD	20%	0%	5%	?	-8%	-26%
hERG WT inh	-2	28	-1	-20	1	-8
A-T KAP1 phos	6%	·	6%	0%	·	9%

25. OC(COc1c(F)cc(Br)cc1F)CN1CCOCC1 (stereo not given)
26. CCOC(=O)c1c(-c2ccc(C)cc2)csc1NC(=O)C1CC=CCC1C(=O)O (stereo not given)
27. CN(Cc1ccc(C(F)(F)F)cc1)C(=O)c1ccc(Oc2ccccc2)cc1
28. CCOc1ccccc1NC(=O)CSc1nc2nc(-c3cccs3)cc(C(F)(F)F)c2c(=O)[nH]1
29. CN(C1=NC(=O)C(CC(=O)Nc2ccc(Br)cc2)S1)c1ccc(O)cc1 (stereo not given)
30. CCOCCn1ccc2c(OCC(=O)NCCc3ccc(OC)c(OC)c3)cccc2c1=O
assay / entry	25	26	27	28	29	30
KCNH2 3.1 inh	-8	-2	1	-7	-5	10
TRPV1 agonist	-2	-2	16	3	-1	0
MLL CXXC-DNA inh	?	-18%	?	-13%	5%	·
GALK inh	4%	·	0%	-6%	-4%	·
FBPA coupling cs	3	10	1	8	2	·
MBNL1-CUG inh	-3%	-4%	-7%	24%	2%	·
ASM inhibitor	1%	?	-8%	101%[activator]	-3%	·
Integrin act MD	0%	13%	-9%	10%	-19%	-13%
hERG WT inh	-9	-6	-13	0	5	2
A-T KAP1 phos	4%	-2%	-3%	8%	-6%	-1%

31. CC(C)NC(=O)Nc1cccc2c1O[C@H](CN(C)S(C)(=O)=O)[C@@H](C)CN([C@H](C)CO)C2=O
32. CCN(CC)C(=O)c1ccc(-c2nnc(Nc3ccc(C(=O)N(C)C)cc3)c3ccccc23)cc1
33. COc1ccc2[nH]c3c(NCCN4CCCCC4)ncnc3c2c1
34. COc1cc(S(=O)(=O)N(C)C)ccc1F
35. O=C(CCOc1ccccc1)Nc1cccc(S(=O)(=O)Nc2ccccc2Cl)c1
36. CSc1nc2c(c(=O)[nH]1)C(c1cccc(Cl)c1Cl)CC(=O)N2 (stereo not given)
37. COc1ccc(OCC(=O)Nc2ccc(N3CCOCC3)c(Cl)c2)cc1
38. Nc1nonc1-c1nc2ccccc2n1Cc1ccccc1
39. CC1CCCCN1C(=O)c1ccccc1OC1CCN(S(C)(=O)=O)CC1 (stereo not given)
assay / entry	31	32	33	34	35	36	37	38	39
KCNH2 3.1 inh	1	-19	·	-5	-5	-7	-21	-12	-6
TRPV1 agonist	·	3	-6	-1	-4	-2	4	-6	-1
MLL CXXC-DNA inh	·	-25%	-2%	0%	6%	1%	2%	6%	8%
GALK inh	·	-2%	1%	0%	1%	2%	0%	0%	10%
FBPA coupling cs	·	-1	-1	9	7	7	-2	3	1
MBNL1-CUG inh	·	?	-8%	-2%	-17%	-7%	0%	-6%	5%
ASM inhibitor	3%	12%	·	4%	·	-1%	1%	-9%	1%
Integrin act MD	-13%	?	·	30%	5%	4%	-5%	0%	-26%
hERG WT inh	-3	-9	·	-9	-1	-1	-2	3	-2
A-T KAP1 phos	9%	-9%	3%	-6%	-5%	6%	-3%	-4%	13%[11.5 µM]
